# Source: PubChem BioAssay (NCI)
# mec2-1: NCI yeast anticancer drug screen, S. cerevisiae mec2-1 strain; % growth inhibition at 50 µM; 79,000 compounds, 9% hits; AID 157;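 further: 0% = growth of vehicle-only cultures of the same strain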
#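 Compounds were applied to mec2-1 yeast cells. Their growth was then compared with that of vehicle-treated cultures to give growth inhibition.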
# yeast mlh1 rad18: NCI yeast anticancer drug screen, S. cerevisiae mlh1 rad18 strain; growth inhibition, % at 50 µM; 79,000 compounds, 11% hits; AID 175;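 further: 0% = growth of vehicle-only cultures of the same strain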
#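 Test agents were incubated with a yeast strain of defined genotype (DNA damage repair defect). Inhibition of growth was derived by comparison with vehicle-exposed cultures.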
# cln2 rad14: NCI yeast anticancer drug screen, S. cerevisiae cln2 rad14 strain | % growth inhibition at 50 µM | 78,000 compounds, 8.3% hits | AID 165;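 further: 0% = growth of vehicle-only cultures of the same strain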
#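 Test compounds were added to cln2 rad14 yeast cultures; inhibition of growth was then determined by comparison with vehicle treatment.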
# rad50: NCI yeast anticancer drug screen, S. cerevisiae rad50 strain; 79,000 compounds, 10% hits; % growth inhibition at 50 µM;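 further: 0% = growth of vehicle-only cultures of the same strain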
#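 A DNA repair-deficient yeast mutant serves as the test organism; compound-induced growth inhibition is calculated against vehicle-treated cells.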
# bub3: NCI yeast anticancer drug screen, S. cerevisiae bub3 mutant strain. growth inhibition, % at 50 µM. 78,000 compounds, 9.9% hits;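 further: 0% = growth of vehicle-only cultures of the same strain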
#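 Growth of a checkpoint-deficient yeast mutant is measured after compound exposure. Values represent inhibition relative to vehicle.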
# yeast sgs1 mgt1: NCI yeast anticancer drug screen, S. cerevisiae sgs1 mgt1 strain; % growth inhibition at 50 µM; 78,000 compounds, 10% hits; AID 161;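 further: 0% = growth of vehicle-only cultures of the same strain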
#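 Mutant yeast exposed to compound; growth scored against vehicle-only wells.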
# The depositor's hits bear a star; x = no result given; & = joins results of further samples. No stated cut-off is given here; in the data, active means growth inhibition above about 70%; inactive means the rest.
entry	Molecule	mec2-1	yeast mlh1 rad18	cln2 rad14	rad50	bub3	yeast sgs1 mgt1
1	CN=C(C#N)c1ccccc1	-17.1	-15.8	-28.9	-10.6	8.7	-2.6
2	COC(=O)C(CC(C)C)NC(=O)CN1C(=O)c2ccccc2C1=O (stereo not given)	10.9&-6.0	1.4&-2.4	6.3&5.0	9.2&-12.9	7.3&-10.0	4.6&6.8
3	CN(C)c1cccc(OC(=O)NCCCl)c1	0.4	28.8	0.8	-1.2	-3.7	3.0
4	COc1cc(C(c2cc3c(cc2O)OCO3)N2CCN(C(c3ccc(O)c(OC)c3)c3cc4c(cc3O)OCO4)CC2)ccc1O (stereo not given)	99.3*	98.5*	96.7*	99.2*	99.0*	99.5*
5	CCOC(=O)c1cnc(C)nc1Nc1ccccc1	11.4	-23.7	-21.4	5.8	0.9	-0.8
6	O=C(c1ccccc1)C1(Br)CCCCC1	11.7	15.9	-8.8	-2.1	15.0	19.8
7	CCCCCCCCCCCCCCCCCCNC1=C(C)C(=O)C(NCCCCCCCCCCCCCCCCCC)=C(OCC)C1=O	-3.0	-9.5	-10.8	2.7	-1.2	-0.8
8	CC(=O)OC1COC(Cl)C(OC(C)=O)C1OC(C)=O (stereo not given)	-2.9	1.8	4.0	-5.0	-8.9	0.1
9	O=[N+]([O-])c1ccc(S(=O)(=O)O)cc1	25.1	43.1	-22.7	43.6	9.7	37.5
10	CCC(=O)c1cc2ccccc2c2ccccc12	39.0	41.5	9.9	66.3	75.8*	37.3
11	CC(C)OC(=O)c1ccc(CCC2=CC(=O)C(Br)=CC2=O)cc1	62.4	90.0*	56.0	50.7	51.0	65.5
12	O=C1CSC2=NCCN12	-15.3&-3.6	18.8&21.3	3.2&1.5	22.8&14.8	-11.9&1.6	6.8&-5.2
13	CCCNC1=C(C(=O)OCC)C(=O)CO1	-20.7	0.1	15.6	-12.4	-2.4	3.5
14	Cc1ccc([N+](=O)[O-])cc1C#N	0.7	19.1	7.3	17.8	5.0	4.7
15	C=C1CC(COc2ccc3c(C)c(Cl)c(=O)oc3c2)(c2ccccc2)OC1=O (stereo not given)	20.4	37.6	37.5	19.0	18.8	40.0
16	Cc1cc(C=O)c(C)[nH]1	-3.5	-4.4	-11.2	3.9	1.6	-2.4
17	CCn1c2ccc(N(C)C)cc2c2cc(N(C)C)ccc21	-38.5	-52.4	-38.8	-25.4	-18.5	-24.1
18	O=CC(O)C(Cl)C(Cl)C(O)CCl (stereo not given)	-3.6&-1.9	-14.5&40.7	-46.0&9.8	2.1&-0.7	-11.0&-2.6	8.3&0.7
19	CC(=O)NC1(C#N)c2ccccc2-c2ccccc21	4.2	4.5	9.3	18.6	5.2	18.9
20	CC(C(=O)Nc1ccc(Cl)c(Cl)c1)C(=O)Nc1ccc(Cl)c(Cl)c1	4.3	9.4	11.4	11.3	2.1	0.5
21	CC(=O)OC1Cc2ccccc2C1OC(C)=O (stereo not given)	9.4	7.1	-9.8	-1.9	-19.4	-8.8
22	CC(=O)Oc1ccccc1C	-6.5	30.8	36.4	38.9	0.1	-7.0
23	COc1cc(-c2cc(=O)c3cc4c(=O)cc(-c5cc(OC)c(OC)c(OC)c5)oc4cc3o2)cc(OC)c1OC	1.2	-5.0	-75.0	-11.2	-7.7	11.2
24	NC(=O)c1cccc(F)c1	5.3	14.9	10.2	13.8	2.1	-10.0
25	CCC1CCC(NC(=O)NC)CC1 (stereo not given)	7.8	-16.8	-3.9	-7.8	3.4	-0.9

# Along the list, quoted from above.
# yeast sgs1 mgt1 for entries 9 to 20 → 37.5, 37.3, 65.5, 6.8&-5.2, 3.5, 4.7, 40.0, -2.4, -24.1, 8.3&0.7, 18.9, 0.5
# bub3 for entries 9 to 20 → 9.7, 75.8*, 51.0, -11.9&1.6, -2.4, 5.0, 18.8, 1.6, -18.5, -11.0&-2.6, 5.2, 2.1
# rad50 for entries 9 to 20 → 43.6, 66.3, 50.7, 22.8&14.8, -12.4, 17.8, 19.0, 3.9, -25.4, 2.1&-0.7, 18.6, 11.3

# Other records.
entry	Molecule	mec2-1	yeast mlh1 rad18	cln2 rad14	rad50	bub3	yeast sgs1 mgt1
26	COc1ccc(Cc2cn(C)cc(Cc3ccc(OC)cc3)c2=O)cc1	0.8	-4.5	-7.5	4.7	-1.2	7.2
27	CC(=O)OS(=O)(=O)c1ccc(C)cc1	-41.0	-4.5	x	-11.3	x	x
28	COc1nc(NC2OCC(O)C(O)C2O)cc(=O)n1C (stereo not given)	1.7	2.1	0.6	1.2	-30.1	9.6
29	O=C1Cc2nc(CO)c(CO)c(CO)c2CO1	-34.6	-47.0	-2.9	-43.0	-37.0	-72.7
30	NC(=O)C1CCCN1C(=O)N(CCCl)N=O (stereo not given)	1.8	-6.3	7.7	-36.3	5.0	-26.9
31	Oc1c(Br)cc(Br)cc1/C=N/N=C/c1cc(Br)cc(Br)c1O	-20.0	7.5	0.2	-6.7	-8.5	-15.9
32	O=S1(=O)CCCCC1C(O)(c1ccccc1)c1ccccc1 (stereo not given)	94.2*	96.0*	95.5*	96.0*	95.8*	91.2*
33	O=P(O)(O)c1ccccc1Oc1ccccc1	7.5	7.0	29.1	7.8	8.1	26.3
34	O=c1oc2ccccc2n1P(=O)(n1c(=O)oc2ccccc21)n1c(=O)oc2ccccc21	6.1	20.3	-1.6	8.8	11.3	-11.2
35	CCO/C=N/c1oc(-c2ccccc2)nc1C#N	5.0	1.1	-38.1	4.6	-12.1	-4.8
36	Nc1ncc2c(=O)[nH][nH]c(=O)c2n1	31.6	-5.5	12.4	34.9	3.4	16.6
37	ClC1=C(Cl)C(Cl)(C(Cl)(Cl)Cl)C(Cl)=C1Cl	99.6*	99.4*	99.4*	99.6*	99.7*	99.7*
38	CC(C)[C@H]1CC[C@@](C)(C(=O)O)C1	7.5	16.4	5.8	12.4	23.4	15.2
39	CCOC(=O)c1ccc(NN=NCCF)cc1	10.0	-44.1	6.4	15.8	-32.5	0.4
40	CCOC(=O)c1ccc(N(CCOS(=O)(=O)c2ccc(C)cc2)CCOS(=O)(=O)c2ccc(C)cc2)cc1	23.8	28.3	27.2	9.0	8.1	20.9
41	Cn1c2ccccc2c2oc(CO)cc(=O)c21	0.4	19.3	23.9	13.2	10.4	5.8
42	CCN1CCC(O)(c2ccc(Oc3ccc(F)cc3)cc2)C(C(=O)c2ccc(Oc3ccc(F)cc3)cc2)C1 (stereo not given)	2.9	29.9	6.0	20.1	5.7	14.6
43	O=C(O)c1cc2ccccc2c(=O)[nH]1	10.8&4.5	-6.5&2.4	12.2&0.8	29.4&-2.2	4.5&0.9	21.9&-6.9
44	COc1cc(C=O)ccc1OC(=O)Nc1cccc(Cl)c1C	18.6	17.8	1.9	-0.6	37.2	15.8
45	CCOC(=O)NC1C2CC(=O)C(O2)C1OCc1ccccc1 (stereo not given)	3.3	23.7	16.4	37.7	-3.2	8.9
46	Cc1cccc(Cl)c1NC(=O)SC(C)C	-13.3	15.9	2.3	-7.8	19.2	11.7
47	CC12C(=O)OC(=O)C1C1C=CC2C1 (stereo not given)	6.2	5.0	-64.5	20.2	-0.3	-18.2
48	CCOC(=O)NC(S(=O)(=O)O)S(=O)(=O)O	9.8	18.5	-9.8	0.6	16.1	-25.1
49	O=C(NC(C(F)(F)F)(C(F)(F)F)P(=O)(Cc1ccccc1)Cc1ccccc1)C(C(F)(F)F)C(F)(F)F	-6.3	20.4	16.9	15.6	16.1	18.5
50	CCOC(=O)/C(C#N)=C/Nc1c(C)n(C)n(-c2ccccc2)c1=O	10.3	13.6	16.4	0.9	-0.8	6.8

# The final two records of the part above come first, to join the parts:
entry	Molecule	mec2-1	yeast mlh1 rad18	cln2 rad14	rad50	bub3	yeast sgs1 mgt1
49	O=C(NC(C(F)(F)F)(C(F)(F)F)P(=O)(Cc1ccccc1)Cc1ccccc1)C(C(F)(F)F)C(F)(F)F	-6.3	20.4	16.9	15.6	16.1	18.5
50	CCOC(=O)/C(C#N)=C/Nc1c(C)n(C)n(-c2ccccc2)c1=O	10.3	13.6	16.4	0.9	-0.8	6.8
51	OCC(O)COc1ccccc1 (stereo not given)	13.2	18.2	4.5	32.1	-2.6	5.8
52	CC1=NNC(=O)C1CCS (stereo not given)	4.3	-7.4	-3.1	-3.5	-8.0	-1.4
53	NC(N)=NNC(=S)S	-5.2	12.8	5.1	10.9	20.3	23.5
54	Cc1cc(C(=O)N2CCN(Cc3ccccc3)CC2)c(C)o1	2.5	10.9	24.4	2.4	36.5	9.4
55	COC1(OC)CC2C(=O)N(Cc3ccccc3)C1C=C2S(=O)(=O)c1ccccc1 (stereo not given)	9.7	8.2	-47.5	2.5	1.6	-18.2
56	CN1CCS(=O)(=O)C2CCCCC2C1=O (stereo not given)	-13.4	1.1	11.8	1.2	10.5	4.8
57	CN(C)c1ccc(O)c2c1CC1CC3C(N(C)C)C(=O)C(C(N)=O)=C(O)C3(O)C(=O)C1=C2O (stereo not given)	29.7	32.9	18.4	60.8	3.6	68.2
58	Nc1nc(O)c(N=O)c(=O)[nH]1	-16.5	-7.8	5.3	-4.5	-3.7	-13.1
59	C=CCNc1cc(Cl)nc(N)n1	6.3	3.4	24.6	4.7	-15.4	-8.7
60	BrC1CCC(OCc2ccccc2)C(OCc2ccccc2)C1 (stereo not given)	7.2	-0.9	8.8	-10.8	10.7	13.8
61	Cc1ccc(NC(=O)Oc2ccccc2F)cc1NC(=O)Oc1ccccc1F	5.6	30.9	11.8	23.6	-2.5	0.3
62	O=[N+]([O-])c1cc(Cl)cc2c1-c1c(Cl)cc(Cl)cc1C2	28.3	4.0	20.8	16.8	-6.2	7.7
63	CC(C)CCOC(=S)S	17.9	-38.4	-5.8	35.2	34.2	-22.6
64	CCN(CC)c1ccc(-c2c3ccccc3nc3ccccc23)cc1	-7.8	-3.5	-12.4	-5.0	-17.1	7.5
65	CC(C)(C)OC(=O)N(CCCCNC(=O)C(F)(F)F)CCCNC(=O)C(F)(F)F	-30.3	-86.0	11.6	-26.4	-29.8	-26.0
66	CC(=O)OCC1OC(Cl)C(OC(=O)C(Cl)(Cl)Cl)C(OC(C)=O)C1OC(C)=O (stereo not given)	0.2	-9.4	-0.9	2.8	-2.6	-13.6
67	O=C(CC(=O)c1ccc(O)cc1)c1ccccc1	1.2	58.0	4.5	60.8	48.7	21.2
68	CC(=O)Nc1cc(F)c2c(c1)Cc1ccccc1-2	19.5	-14.2	89.4*	-1.8	90.5*	-16.8
69	O=c1cc(NCc2c(Cl)cccc2[N+](=O)[O-])[nH]c(=O)[nH]1	37.5	-5.3	-7.9	-8.8	15.0	14.7
70	Cc1c(O)c(=O)ccn1CCN	-8.3	5.8	-34.0	5.7	-9.7	2.6
71	N=C(N)Sc1cccc[n+]1[O-]	98.9*	98.2*	97.4*	98.8*	99.0*	98.2*
72	C1=NCCN=Cc2ccccc2NCCNc2ccccc21	58.6	69.0	53.5	55.2	43.5	74.8*
73	C[Si](C)(C)CSC#N	6.5	11.5	4.7	-16.6	2.8	12.5
74	O=C(Nc1ccc(Cl)cc1)OCC#CCOC(=O)Nc1ccc(Cl)cc1	-2.8	2.1	-2.0	5.8	-0.3	-6.3
75	CCCCN(CCCC)CC(O)c1ccc2cc(Cl)c3ccccc3c2c1 (stereo not given)	99.7*	99.4*	99.4*	99.6*	92.2*	99.5*

# One compound at a time, from the list above. Order of screens: mec2-1, yeast mlh1 rad18, cln2 rad14, rad50, bub3, yeast sgs1 mgt1
# Nc1ncc2c(=O)[nH][nH]c(=O)c2n1 as listed: 31.6, -5.5, 12.4, 34.9, 3.4, 16.6
# Cc1cc(C(=O)N2CCN(Cc3ccccc3)CC2)c(C)o1 as listed: 2.5, 10.9, 24.4, 2.4, 36.5, 9.4

# Going on with the list:
entry	Molecule	mec2-1	yeast mlh1 rad18	cln2 rad14	rad50	bub3	yeast sgs1 mgt1
76	O=C1Nc2ccc(Cl)cc2C1=O	8.3	10.8	5.7	0.9	64.2	16.1
77	COC(=O)C(C)CC(C)C(=O)OC (stereo not given)	-15.8	16.4	12.7	19.6	-3.0	17.6
78	CCC(CC)C1SCC(=O)N1c1nncs1 (stereo not given)	-7.3	9.6	9.1	0.8	7.8	19.0
79	COc1ccc(/C=N/CCl)cc1	2.0	-1.2	-49.3	-1.6	-22.1	7.0
80	Cc1ccc(S(=O)(=O)Nc2ccc3ncsc3c2[N+](=O)[O-])cc1	98.7*	98.0*	98.2*	97.2*	98.0*	98.3*
